# Source: PubChem (National Center for Advancing Translational Sciences (NCATS))
# Epigenetic reg: derepresses silenced GFP reporter in murine cells; murine LDR cells, GFP reporter derepression, 30 h; Potency, µM (titrated, usually from 53.9 µM), for inactives: at the top dose GFP activation, actives largely listed as activators; 280,000 compounds, 0.2% hits; AID 1865; also: % of control where 0% means no effect; nearly all actives have a fitted effect of over 60% in size
#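 Readout is the number of GFP-expressing murine LDR cells, counted by cytometry following washing. Cells were treated with compound for 30 h at 37 C; the stably integrated CMV-GFP locus is normally silent.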
# NPSR antagonist: antagonists of human neuropeptide S receptor cAMP signaling | Q6W5P4 | CHO-NPSR cells, cAMP TR-FRET, antagonist mode | Potency, µM (titrated, usually from 38.3 µM), inactives show at the highest dose activity change, negative = inhibition, usual class: inhibitors | 220,000 compounds, 1% hits; also: % is scaled to controls: 0 for no effect and ±100 for the full control effect; nearly all actives have a fitted effect of over 50% in size; many of its hits are not listed in these tables
# Luc counter: counter-screen: inhibitors of Kinase-Glo firefly luciferase; 200,000 compounds, 0.28% hits; Q27757; Potency, µM (titrated, usually from 38.3 µM), without a hit: at the top dose activity change, negative = inhibition, usual class: inhibitors; Kinase-Glo luciferase, ATP luminescence, 8 min; also: % is scaled to controls: 0 for no effect and ±100 for the full control effect; nearly all actives have a fitted effect of over 60% in size
#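 Compounds were added to a substrate mix at pH 7.2 (50 mM imidazole, 10 uM ATP, within the enzyme's linear range), followed by Kinase-Glo detection reagent; luminescence was measured after 8 minutes at ambient temperature.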
# SMN2 splice up: enhancers of SMN2 splice variant expression; 210,000 compounds, 2.8% hits; HEK293 SMN2-luciferase splicing reporter, luminescence, 30-36 h; Potency, µM (titrated, usually from 46.1 µM), inactives show at the top dose activity change, positive = activation, usual class: activators; also: % of control where 0% means no effect; nearly all actives have a fitted effect of over 55% in size
#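 HEK293 cells carry an SMN2 […]–luciferase reporter in which exon 7 inclusion puts luciferase in frame. Cells were plated 10-12 h before compound addition, then incubated 30-36 h at 37C. ONE-Glo luminescence was read; sodium butyrate at 4.5 mM final served as control.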
# IMPase Li cell: IMPase inhibition in cells with lithium potentiation; CHO-M1 cells, IP1 TR-FRET (IP-One), carbachol + lithium; Potency, µM (highest dose often 59.4 µM), for inactives: at the top dose activity, negative = IMPase inhibition, usual class: inhibitors; 210,000 compounds, 0.35% hits; AID 1457;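 also: IP1 builds up when IMPase is blocked and the TR-FRET signal falls; plate controls were basal vehicle for no effect and high inhibitor control for full effect; nearly all actives have a fitted effect of over 50% in size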
#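 Concentration–response in CHO-M1 cells, lithium-potentiated; 30 min at 37C. IP1 detected by competitive TR-FRET after 10 min lysis at RT. Hill-fitted AC50.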
# RGS12 GoLoco inh: RGS12 GoLoco-Gai1 interaction inhibition; P63096; Gai1:RGS12 GoLoco peptide FP, rhodamine, 10 min; Potency, µM (titrated, usually from 61.6 µM), without a hit: top-dose activity, negative = inhibition, hits mostly inhibitors; 230,000 compounds, 0.44% hits; AID 880; active = well fitted inhibition curve with a large enough effect, not every such curve was filed as active; inactive = no such curve, though single readings can be large or run the other way; also: % is scaled to controls: 0 for no effect and ±100 for the full control effect; nearly all actives have a fitted effect of over 30% in size; many of its hits are not listed in these tables
# Target sequence (P63096 whole entry, looked up): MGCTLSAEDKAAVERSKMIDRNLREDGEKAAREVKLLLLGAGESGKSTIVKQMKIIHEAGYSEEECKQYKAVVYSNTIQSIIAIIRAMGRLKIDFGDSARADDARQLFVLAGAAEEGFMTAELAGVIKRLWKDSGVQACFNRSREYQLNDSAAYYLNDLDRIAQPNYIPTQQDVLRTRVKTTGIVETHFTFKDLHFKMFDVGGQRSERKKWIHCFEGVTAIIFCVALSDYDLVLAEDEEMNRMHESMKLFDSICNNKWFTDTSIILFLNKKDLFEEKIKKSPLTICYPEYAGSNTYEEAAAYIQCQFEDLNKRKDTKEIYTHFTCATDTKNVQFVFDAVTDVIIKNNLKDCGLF
# RECQ1 helicase: inhibitors of human RECQ1 DNA helicase; P46063; RECQ1 DNA unwinding, red fluorescence kinetic read; Potency, µM (doses to about 57.3 µM), for inactives: top-dose activity, negative = inhibition, hits mostly inhibitors; 240,000 compounds, 0.54% hits;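 also: plate controls were vehicle for no effect and no enzyme for full effect; nearly all actives have a fitted effect of over 30% in size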
# Target sequence (P46063 whole entry, looked up): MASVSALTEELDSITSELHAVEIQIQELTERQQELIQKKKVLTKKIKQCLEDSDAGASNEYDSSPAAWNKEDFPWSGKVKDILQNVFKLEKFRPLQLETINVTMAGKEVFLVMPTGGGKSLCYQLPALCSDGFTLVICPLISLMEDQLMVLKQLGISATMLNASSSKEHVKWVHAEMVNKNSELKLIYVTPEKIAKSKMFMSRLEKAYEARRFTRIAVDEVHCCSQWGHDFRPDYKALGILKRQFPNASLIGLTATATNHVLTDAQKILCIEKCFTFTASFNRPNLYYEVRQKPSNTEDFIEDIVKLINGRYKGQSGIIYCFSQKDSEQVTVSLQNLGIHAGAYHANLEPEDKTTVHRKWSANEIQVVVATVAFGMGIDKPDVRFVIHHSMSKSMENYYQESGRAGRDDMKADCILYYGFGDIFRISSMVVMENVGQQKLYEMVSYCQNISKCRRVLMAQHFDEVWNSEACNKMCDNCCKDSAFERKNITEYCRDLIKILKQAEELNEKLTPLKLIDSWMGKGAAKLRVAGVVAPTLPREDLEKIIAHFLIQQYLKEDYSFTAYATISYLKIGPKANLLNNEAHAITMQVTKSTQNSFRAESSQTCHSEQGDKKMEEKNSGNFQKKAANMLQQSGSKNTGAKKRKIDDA
#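 RECQ1T1 50 nM; forked duplex (20 bp + 30-nt ss tails) 200 nM, ATP 2 mM final; pH 8.0, 2 mM MgCl2, 2.5 ug/ml poly(dI-dC); 15 min compound preincubation; discontinuous kinetic read over 2 h at RT.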
# KDM4E inh: blocks human JMJD2E demethylase activity. B2RXH2. JMJD2E catalytic domain, FDH-coupled NADH fluorescence (FDH is formaldehyde dehydrogenase). Potency, µM (doses to about 57.1 µM), for inactives: top-dose activity change, negative = inhibition, most hits filed as inhibitors. 230,000 compounds, 1.6% hits. AID 2147; active = well fitted inhibition curve with a large enough effect, not every such curve was filed as active; inconclusive = small, poorly fitted or top-dose-only effect, or another doubt; inactive = no such curve, though single readings can be large or run the other way;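 also: 0% = wells with enzyme and -100% = buffer wells without enzyme; nearly all actives have a fitted effect of over 50% in size; many of its hits are not listed in these tables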
# An asterisk follows results filed as active; i = inactive; ? = inconclusive; nt = not tested or not shown; & = joins results of further samples; [ ] = remark or other dose. Unless noted, calls follow the shape of the dose curve; as a rule, active = well fitted curve in the direction sought with a large enough effect; inconclusive = small, poorly fitted or top-dose-only effect, or another doubt; inactive = no such curve, though single readings can be large; an effect the other way counts as inactive or inconclusive. Potency is read from the fitted curve at half-maximal effect. These rows are one share of the data (hit frequency here may not be typical).
# Below each compound: Luc counter, Epigenetic reg, NPSR antagonist, SMN2 splice up, RGS12 GoLoco inh, RECQ1 helicase, KDM4E inh, IMPase Li cell
CC(C)(C)c1nc(SCC(=O)NCc2cccs2)c2ccccc2n1
 : -5%, -0.1%, -6%, nt, 5%, -14%, 12%, -1%
Fc1ccc(CCNC(=S)Nc2ccc(F)cc2)cc1
 : nt, -0.9%, 1%[46.1 µM], nt, nt, 13%, 0%, nt
Cc1ccc(/C=N\NC(=O)c2cc(OCC(F)(F)F)ccc2OCC(F)(F)F)cc1
 : -3%, 0.5%, -3%[46.1 µM], -20%, -3%, -3%, 5%, -1%[38.3 µM]
COc1ccc(N2C(=O)CC(N3CCN(c4ccc(S(C)(=O)=O)cc4)CC3)C2=O)cc1 (stereo unspecified)
 : 8%, 0.0%, -6%[46.1 µM], -9%, 0%, -9%, 5%, 5%[38.3 µM]
CCOC(=O)c1csc(NC(=O)c2ccc(OC)c(OC)c2)n1
 : 1%, 3.6%, ?, 7%, 13%, -6%, 0%, ?
CC(C)CCOc1ccc(C(=O)C[N+]2(C)CCOCC2)cc1
 : 16%, -2.9%, -3%[46.1 µM], ?, 3.5µM*, -4%, -16%, 54%[activator][38.3 µM]
O=C(NCc1ccco1)c1cc2nc(-c3cccs3)cc(C(F)(F)F)n2n1
 : -3%, 0.0%, 0%[46.1 µM], -26%, 9%, -1%, ?, 0%[38.3 µM]
COc1cccc(NC(=O)Cn2c(CCC(=O)O)ccc2-c2ccccc2)c1
 : 2%, -2.8%, -3%, -10%, 12%, 0%, ?, 0%
CCOC(=O)c1c(-c2ccc(C)o2)csc1NC(=O)CSc1nnc(C)s1
 : -2%, 0.3%, ?, -27%, -29%, -9%, 6%, 6%[38.3 µM]
O=c1c(/C=N/O)coc2ccc(Cl)cc12
 : nt, 1.9%, 11%, nt, -11%, -14%, -1%, nt
O=C(N1CCOCC1)N(Cc1cccs1)C1CCCC1
 : 13%, -0.7%, -13%[46.1 µM], -11%, -4%, -14%, 16%, -9%[38.3 µM]
COc1ccc(/C=C2\C(=O)NCC(=O)N2Cc2ccccc2)cc1
 : 6%, 0.9%, -1%[46.1 µM], 23%, 7%, -3%, 10%, -1%
COc1ccc(-c2[nH]ncc2CN(C)Cc2cc(C)[nH]n2)c(F)c1
 : -1%, 2.4%, -21%, nt, -10%, 11%, ?, 10%
CC(O)[C@H]1CNC(=S)N1CCc1cccc(F)c1 (stereo partly specified)
 : nt, 1.5%, 23%, nt, 3%, i, 7%, nt
CC(C)(C)C(=O)NCC12C=CC(O1)C1C(=O)N(c3ccccc3)C(=O)C12 (stereo unspecified)
 : 4%, -1.0%, 13%, -19%, -22%, -3%, 12%, 3%
CC(C)(C)OC(=O)[C@H](Cc1ccccc1)NC(=O)c1nc[nH]c1C(=O)NCc1ccccc1
 : nt, -0.8%, 22%, nt, 2%, -26%, 1%, 9%
CCOC(=O)c1nn(-c2cccc(C)c2)cc1C(=O)c1ccccc1
 : -16%, -1.0%, -24%[46.1 µM], 10µM*, 10%, 9%, 3%, 26%[38.3 µM]
O=C(COc1ccc(Cl)cc1Cl)N(Cc1ccco1)C1CCS(=O)(=O)C1 (stereo unspecified)
 : 11%, -4.8%, -15%[46.1 µM], -5%, 10%, 14%, -3%, 9%[38.3 µM]
CCCc1[nH]n(-c2nc3ccccc3s2)c(=O)c1C=NCCCN(CC)CC
 : 1%, 1.0%, -23%, nt, 16%, i, -5%, 5%
COCCN(CC(=O)NCc1ccccc1)C(=O)CCC(=O)Nc1nccs1
 : 12%, 1.0%, 6%[46.1 µM], -12%, -3%, i, 2%, 2%[38.3 µM]
CS(=O)(=O)C1=NSC2=NC(=O)/C(=C\c3cccn3-c3ccc(Cl)cc3)C(=N)N21
 : -2%, -0.8%, 0%, 10%, 73%[activator], -20%, ?, -6%
COc1ccc(-c2nnc(SCC(=O)NCCc3ccc(S(N)(=O)=O)cc3)o2)cc1OC
 : nt, -0.3%, -10%[7.67 µM], nt, 8%, -4%, -7%, nt
COc1ccc(-c2ccc(/C=C3/C(=N)N4C=CSC4=NC3=O)o2)c([N+](=O)[O-])c1
 : 0%, 7.4%, -14%, -7%, 40%[activator], -2%, ?, 9%
Cc1c(C(N)=O)sc2nc(-c3ccccc3)cn12
 : 0%, -3.2%, -13%[46.1 µM], 30%, 12%, 17%, 3%, -3%[38.3 µM]
N#Cc1c(C(F)(F)F)cc(-c2cccs2)nc1SCC(=O)O
 : nt, 7.8%, 12%[7.67 µM], nt, -1%, -6%, ?, nt
CC(=O)Nc1ccc(NC(=O)CN(c2ccc(F)cc2)S(=O)(=O)c2ccc3c(c2)OCCO3)cc1
 : -1%, -5.8%, -14%[46.1 µM], -1%, 3%, -8%, 2%, 21%[38.3 µM]
O=C(NC1CC1)c1ccc2c(c1)C1C3CCC(C3)C1C(c1ccccc1)N2 (stereo unspecified)
 : -3%, 2.6%, -9%, -10%, -5%, -16%, ?, 7%
O=C(Nc1c(-c2ccccc2)nc2ncccn12)c1cc2ccccc2oc1=O
 : 2%, -1.0%, 1%, 6%, 13%, -5%, 3%, 1%
COc1ccc(-c2c[n+](CC(=O)OC3CC(C)CCC3C(C)C)c3n2CCC3)cc1 (stereo unspecified)
 : 1%, 1.1%, -43%, -78%[inhibitor], -7%, -5%, 7%, 25%
Cc1[nH]n(-c2cccc(Cl)c2)c(=O)c1-c1ccccc1
 : 18%, -0.3%, -11%[46.1 µM], -36%, 2%, -6%, -6%, 31%[38.3 µM]
CN(C)c1ccc(N=Nc2ccccc2C(=O)OCC(=O)NCC2CCCCC2)cc1
 : -7%, 0.0%, -49%, 24%, -12%, 13%, -3%, 10%
CN(CC(=O)Nc1ccc(Cl)c(Cl)c1)Cc1nnc(-c2ccc(F)cc2)o1
 : nt, -0.3%, -7%, nt, 4%, -21%, -9%, 4%
COc1ccccc1N1CCN(Cc2nc(N)nc(Nc3ccccc3)n2)CC1
 : 0%, -3.4%, -6%[46.1 µM], -10%, -6%, i, -1%, -3%[38.3 µM]
O=C(NC(=S)Nc1ccccc1O)c1ccccc1Cl
 : 2%, -0.9%, -10%, 13µM*, 17%, i, -4%, -2%
CC12CCC(C(=O)Nc3cccc4ccccc34)(C1Br)C2(C)C (stereo unspecified)
 : -6%, 3.4%, ?, -25%, 1%, -4%, -5%, 3%[38.3 µM]
COc1ccc(CCC(C)Nc2ccccc2F)cc1 (stereo unspecified)
 : -2%, -3.2%, -2%, -6%, -6%, -3%, -7%, 5%
C=C1CC[C@H](O)C/C1=C/C=C1\CCC[C@]2(C)C([C@H](C)CCCC(C)(C)O)CC[C@@H]12 (stereo partly specified)
 : nt, 0.0%&3.1%, nt, -9%&-36%, 5%&-6%, i, nt, -1%&15%
CCOC(=O)C1CCN(C(=O)N(C)C)CC1
 : 2%, -1.7%, -16%[46.1 µM], 9%, -36%, -10%, -2%, 4%[38.3 µM]
CCN(CC(=O)Nc1ccc(Br)c(C)c1)CC(=O)NC(C)C
 : 3%, -3.4%, 17%, -17%, 5%, -9%, -1%, -6%
COc1ccc(-c2nn(-c3ccccc3)cc2/C=C(\C#N)S(=O)(=O)c2ccccc2)cc1OC
 : -2%, -1.3%, -2%, 2%, 13%, -20%, 17%, -18%
CCN1C(=O)/C(=C/N2CCc3ccccc3C2)SC1=S
 : nt, -1.2%, -11%, nt, -15%, -5%, 8%, nt
O=C(c1ccco1)N1CCN(C(=O)N2CCCCC2)CC1
 : 1%, 1.6%, 7%, -12%, 10%, 4%, -7%, 1%
Cc1nnc(SCCn2c(N3CC(C)CC(C)C3)nc3c2c(=O)[nH]c(=O)n3C)s1 (stereo unspecified)
 : -4%, -1.0%, -15%[46.1 µM], nt, 9%, 7%, -3%, 23%[38.3 µM]
CCOC(=O)c1cnc(SC)nc1Oc1cccc(NS(=O)(=O)c2ccccc2)c1
 : -2%, -2.7%, ?, 0%, 1%, -11%, 0%, 7%[38.3 µM]
CCOC(=O)c1cn(-c2c(Cl)cccc2Cl)c2cc(Cl)c([N+](=O)[O-])cc2c1=O
 : 1%, -1.0%, -36%, -30%, 5%, -7%, -8%, 7%
Cc1cc(C)c(S(=O)(=O)N(CC(=O)NCc2cccnc2)C2CCCCC2)c(C)c1
 : -2%, 1.0%, -25%[46.1 µM], -4%, 3%, 17%, -10%, 41%[activator][38.3 µM]
CC(C)CC1c2[nH]c3ccccc3c2CCN1C(=O)C1CCOCC1 (stereo unspecified)
 : nt, -2.8%, 27%, nt, 7%, -14%, ?, 1%
CCn1cc(C(=O)N2CCN(c3cccc(Cl)c3)CC2)c2cc(OC)c(OC)cc2c1=O
 : -5%, -1.8%&0.0%, -12%[46.1 µM], -4%&8%, 1%, 1%, -1%, -5%[38.3 µM]
COc1cc(C)c(S(=O)(=O)N2CCCC2)cc1C
 : -2%, -2.1%, -7%[46.1 µM], -8%, 10%, 0%, -7%, 75%[activator][38.3 µM]
O=C(O)CCc1ccc(-c2ccc(F)cc2)n1CC(=O)O
 : -2%, 0.9%, -1%[46.1 µM], 0%, 4%, -8%, ?, -2%
CCCOc1ccc(-c2cnc(N)s2)cc1
 : -2%, 0.0%, 0%[46.1 µM], 18µM*, -6%, 1%, -8%, -3%
COC(=O)c1cc(CC(=O)c2ccc(O)cc2O)c(C)o1
 : 2%, -0.8%, -15%[46.1 µM], -28%, 9%, -3%, -1%, -2%[38.3 µM]
COc1ccc(/C=N/NC(=O)Nc2ccc3nsnc3c2)c(OC)c1
 : 1%, 8.0%, -14%, 8%, 10%, i, -10%, 12%
Fc1ccccc1CNC(=S)Nc1cccc(C(F)(F)F)c1
 : 2%, -0.1%, -8%, 1%, -6%, -15%, -3%, -2%
O=C(NCCc1ccccc1)C(=O)NCc1ccncc1
 : 0%, 3.2%, 4%, -18%, -7%, 3%, 12%, 0%
O=C(O)CCCN(Cc1cccc(Br)c1)S(=O)(=O)c1ccc(Br)cc1
 : 1%, -6.1%, -43%, -6%, 9%, -1%, 12%, -3%
CC(OC(=O)CN1C(=O)C2C3C=CC(C4CC34)C2C1=O)C(=O)c1ccccc1 (stereo unspecified)
 : nt, 1.1%, 3%, nt, -5%, -15%, 6%, nt
COc1ccc(C2/C=C\CN(C(=O)C3CCCC3)CC(=O)N2Cc2ccc(F)cc2)cc1 (stereo unspecified)
 : nt, 8.1%, -22%, nt, 2%, -11%, 7%, nt
